Source: PubChem BioAssay
MrgX1 antagonist – blocks BAM8-22 activation of human MrgX1 receptor. MRGX1-HEK293 calcium flux, Fluo-4, BAM8-22 antagonism; hits give low values. Q96LB2. 310,000 compounds, 1.3% hits. B-score at 10 µM;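 active = calcium-response B-score plate-corrected more than 3 library SD below zero, starting fluorescence within 5 deviations, no agonist response on first addition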;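 also: peak minus trough fluorescence over baseline after final BAM8-22 challenge near maximal dose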
TRPC6 inh – blocks the mouse TRPC6 cation channel; 310,000 compounds, 1.1% hits; HEK293-TRPC6, membrane potential dye, ACh-evoked depolarization; hits give low values; B-score at 10 µM; Q61143;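 active = B-score under library mean minus 3 SD, initial fluorescence not abnormally high, positive integrated signal ratio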;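 also: B-score derived from integrated fluorescence ratio over the kinetic read; more negative B-score means stronger inhibition of depolarization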
Target sequence (Q61143 whole entry, looked up): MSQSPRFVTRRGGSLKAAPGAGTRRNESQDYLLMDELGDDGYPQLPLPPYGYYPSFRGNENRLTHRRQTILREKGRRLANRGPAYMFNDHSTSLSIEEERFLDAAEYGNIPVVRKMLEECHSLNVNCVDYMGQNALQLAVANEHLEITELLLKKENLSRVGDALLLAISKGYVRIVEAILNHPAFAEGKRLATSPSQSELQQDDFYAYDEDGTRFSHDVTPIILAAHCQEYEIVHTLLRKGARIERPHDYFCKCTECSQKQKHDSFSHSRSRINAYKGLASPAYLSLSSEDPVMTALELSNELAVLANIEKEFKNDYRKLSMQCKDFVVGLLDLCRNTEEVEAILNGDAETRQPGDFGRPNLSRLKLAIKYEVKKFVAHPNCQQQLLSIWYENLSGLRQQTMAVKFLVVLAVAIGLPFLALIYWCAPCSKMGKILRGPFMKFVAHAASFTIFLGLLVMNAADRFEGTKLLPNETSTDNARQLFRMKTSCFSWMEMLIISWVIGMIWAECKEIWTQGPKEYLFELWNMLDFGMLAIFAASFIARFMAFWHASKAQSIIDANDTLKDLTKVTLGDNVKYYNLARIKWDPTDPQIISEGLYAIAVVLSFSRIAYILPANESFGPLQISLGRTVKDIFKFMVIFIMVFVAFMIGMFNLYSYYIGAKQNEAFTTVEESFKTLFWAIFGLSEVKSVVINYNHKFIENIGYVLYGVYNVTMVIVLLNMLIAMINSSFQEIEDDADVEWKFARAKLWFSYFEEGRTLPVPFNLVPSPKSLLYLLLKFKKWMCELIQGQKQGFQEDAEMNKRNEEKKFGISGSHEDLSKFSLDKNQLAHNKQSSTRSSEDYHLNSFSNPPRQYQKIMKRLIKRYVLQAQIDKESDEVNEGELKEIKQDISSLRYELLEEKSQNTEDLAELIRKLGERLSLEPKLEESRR
HIF act – HIF pathway transcriptional activation. U2OS HRE-luciferase reporter, luminescence; normalized: DMSO 0%, desferrioxamine 100%. activation, % at 7.5 µM (by protocol). 300,000 compounds, 0.32% hits. AID 1910;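 active = mean activation of at least 10% of the iron chelator positive control signal, with at least half of replicates also reaching 10%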
RGS4 inh – inhibitors of human RGS4 | HEK293 M3R/RGS4 inducible, Fluo-4 calcium flux; hits give high values; triggered by carbachol at its EC20 | 310,000 compounds, 0.45% hits | B-score at 10 µM | P49798;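 active = B-score, a plate-corrected calcium signal, over three deviations above library mean, with baseline fluorescence within five deviations of library mean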;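 also: RGS4 expression induced by doxycycline in cells with stable M3 receptor; B-score is computed from the integrated fluorescence ratio over baseline after carbachol; higher B-score means a larger calcium signal and so more RGS4 inhibition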
MrgX1 ag – agonists of human MrgX1 receptor; Q96LB2; MrgX1-HEK293 cells, Fluo-4 calcium fluorescence, agonist mode; hits give high values; B-score at 10 µM; 310,000 compounds, 0.44% hits; AID 588627;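 active = calcium response B-score plate-corrected fluorescence ratio at least 3 library SD, with starting fluorescence B-score inside 5 SD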
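System: HEK293 cells stably expressing human MrgX1 receptor; Dosing: test compound in the initial addition of three; Schedule: overnight plating, then 30 min 37 °C plus 30 min room-temperature dye loading; Detection: kinetic calcium dye fluorescence, Fluo-4 NW; Controls: per-plate positive and negative controls for Z′ factor.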
TRPC6 activator – mouse TRPC6 channel activation. Q61143. HEK293-TRPC6 membrane potential dye fluorescence; hits give high values. B-score at 10 µM. 310,000 compounds, 0.13% hits. AID 2550;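 active = B-score of the integrated fluorescence ratio above library mean plus 3 SD, and starting fluorescence ratio within library mean plus 5 SD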;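 also: higher score means more depolarization so channel activation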
TRPC4 inh – blocks the mouse TRPC4 cation channel. Q9QUQ5. HEK293 TRPC4beta/mu-opioid, DAMGO-evoked Fluo4 calcium flux; hits give low values. B-score at 10 µM. 300,000 compounds, 0.39% hits;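 active = B-score over 3 SD under the library average, no early fluorescence shift, positive overall ratio signal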
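Material: HEK293 cells with stable TRPC4beta plus mu-opioid receptor expression; probe or stimulus: DAMGO in two steps, submaximal then maximal; technique: Fluo4 calcium fluorescence by kinetic imaging, 5 s 1 Hz baseline; measure: integrated fluorescence ratio relative to baseline, converted to per-well B score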
Platelet DG rel – platelet dense granule release activity; human platelet-rich plasma, SFLLRN dense granule ATP release, luminescence; inhibition, %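 (compounds screened at 7.5 µM in platelet-rich plasma)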; 300,000 compounds, 0.22% hits;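 active = mean replicate score, as percent of positive control, at or above 50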
SKKanGAS inh – inhibitors of SKKanGAS S. pyogenes growth in kanamycin (SK-promoter or general growth effect) | inhibition, % at 7.5 µM | BacTiter-Glo, 6 h | 300,000 compounds, 1.3% hits;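 active = mean replicate score, as percent of positive control median, at least 50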;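 also: strain carries kanamycin resistance gene driven by streptokinase promoter and grows in 40 µg/ml kanamycin; loss of luminescence reflects streptokinase promoter inhibition or plain growth inhibition; 0% = median of DMSO wells and 100% = positive control at its reference dose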
MrgX1 allo act – allosterically activates human MrgX1 receptor signaling | Q96LB2 | MrgX1-HEK293, Fluo-4 calcium flux, FDSS; hits give high values | B-score at 10 µM | 310,000 compounds, 0.63% hits | AID 588675;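 active = plate-corrected calcium response at least 3 library SD above typical, normal starting fluorescence, not activating the receptor alone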;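 also: compound read alongside a low EC10 to EC30 dose of BAM8-22 agonist; peak minus trough fluorescence over baseline measured at the second addition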
RGS4 pot – potentiators or activators of RGS4. HEK293 M3R/inducible RGS4, carbachol calcium flux Fluo4; hits give low values. B-score at 10 µM. 310,000 compounds, 0.92% hits. AID 463111;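 active = B-score of the integrated calcium signal more than 4 SD below the library mean, with starting fluorescence not abnormally high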;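 also: negative B-score means reduced calcium response which marks RGS4 activation or potentiation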
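System – HEK293 FlpIn-TREx cells, stable M3R, doxycycline-inducible RGS4 · Reagent – ECmax carbachol challenge · Times – compound preincubation 20 min at room temperature before agonist · Technique – Fluo4 fluorescence kinetic imaging of calcium · Measure – B score of integrated Fluo4 ratio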
The depositor's hits bear a star; i = inactive; · = not tested or not shown.

Each structure is followed by: TRPC4 inh	TRPC6 inh	MrgX1 antagonist	MrgX1 ag	MrgX1 allo act	SKKanGAS inh	TRPC6 activator	Platelet DG rel	RGS4 inh	RGS4 pot	HIF act
CCC(Cc1ccccc1)NC(=O)Cn1ncc2ccsc2c1=O (stereo not drawn)
→ i	i	i	i	i	-8	i	-15	i	i	-0.7
O=C(Cn1c(NCCCO)nc2ccccc21)c1ccc(F)cc1
→ i	i	i	i	i	2	i	-3	i	i	-0.9
O=C(c1ccc([N+](=O)[O-])cc1)c1cc2ccc(O)cc2oc1=O
→ i	i	i	i	i	1	i	14	i	i	1.0
Cc1ccc(-c2nc3c(c(=O)c4ccccc4n3C)c(=O)n2Cc2ccco2)cc1
→ i	i	i	i	i	28	i	-7	i	i	-0.2
COc1ccc(-c2nsc3c(SCc4ccccc4)ncnc23)cc1
→ i	i	i	i	6.8*	-1	i	-18	i	i	1.0
CCC(NC(=O)c1cc(COc2cncc(Cl)c2)on1)c1ccc(C)cc1 (stereo not drawn)
→ i	i	i	i	i	11	i	-5	i	i	0.1
OC(COCc1cccs1)CN1CCN(c2cccc(C(F)(F)F)c2)CC1 (stereo not drawn)
→ i	i	i	i	i	-2	i	-2	i	i	1.2
CN(C)S(=O)(=O)c1cccc(NC(=O)COC(=O)/C=C/c2ccc([N+](=O)[O-])cc2)c1
→ i	i	i	i	i	6	i	0	i	i	-0.4
O=c1[nH]cc(S(=O)(=O)N2CCCc3ccccc32)c(=O)[nH]1
→ i	i	i	i	i	-6	i	-4	i	i	-5.6
COc1cccc(C(=O)N/N=C2/SCC(=O)N2CCc2ccc(OC)c(OC)c2)c1
→ i	i	i	i	i	0	i	0	i	i	-0.4
Cc1cccc(C)c1OCC(=O)NNC(=O)Nc1ccc(Cl)cc1
→ i	i	i	i	i	4	i	-11	i	i	-0.4
CC(=O)CCc1c(C)[nH]c2ccc(NC(C)=O)cc2c1=O
→ i	i	i	i	i	4	i	-3	i	i	-0.5
Cc1ccc(S(=O)(=O)N2CCCOC2CNC(=O)C(=O)NCCC2=CCCCC2)cc1 (stereo not drawn)
→ i	i	i	i	i	-2	i	-4	i	i	0.2
CSc1n[nH]c(NC2=CC(=O)CCC2)n1
→ i	i	i	i	i	4	i	2	i	-7.7*	-0.2
CN(C)c1ccc(/C=C(\NC(=O)c2ccccc2)C(=O)NCc2ccncc2)cc1
→ i	i	i	i	i	0	i	-1	i	i	-0.4

More results.
Each structure is followed by: TRPC4 inh	TRPC6 inh	MrgX1 antagonist	MrgX1 ag	MrgX1 allo act	SKKanGAS inh	TRPC6 activator	Platelet DG rel	RGS4 inh	RGS4 pot	HIF act
Cc1cccc(NC2(C(F)(F)F)N=C(c3ccccc3)NC2=O)n1 (stereo not drawn)
→ i	i	i	i	i	1	i	-8	i	i	-0.4
O=C(Nc1ccc(N2CCOCC2)cc1)c1ccccc1SCC(=O)N1CCCC1
→ i	i	i	i	i	-2	i	-1	i	i	0.4
Cc1ccc(C)c(OCC(O)CNC2CCCC2)c1 (stereo not drawn)
→ i	i	i	i	i	5	i	-8	i	i	0.1
OCCC1CN(Cc2cc(F)ccc2-n2cccn2)CCN1C1CCCC1 (stereo not drawn)
→ i	i	i	i	i	-7	i	4	i	i	-0.3
CCOc1ccc(NC2CCCCC2NS(=O)(=O)c2ccccc2)cc1 (stereo not drawn)
→ i	i	i	i	i	-4	i	8	i	i	-0.6
O=C(NC(C(=O)N/N=C/c1cc([N+](=O)[O-])ccc1O)c1n[nH]c(=O)c2ccccc12)c1ccccc1 (stereo not drawn)
→ i	i	i	i	i	87*	i	-7	i	i	-12
CCCNC(=O)COC(=O)/C=C/c1ccc2c(c1)OCO2
→ i	i	i	i	i	-7	i	-2	i	i	0.4
COc1ccccc1Oc1ccc2c(c1)C(=O)N(c1ccccc1)C2=O
→ i	i	i	i	i	-3	i	2	i	i	1.2
O=C(CCc1nc2ccccc2c(=O)[nH]1)NCc1ccco1
→ i	i	i	i	i	11	i	-5	i	i	0.1
CCN1C(=O)c2cccc3c(S(=O)(=O)NC(Cc4c[nH]c5ccccc45)C(=O)O)ccc1c23 (stereo not drawn)
→ i	i	i	i	i	-2	i	-18	i	i	-0.2
COc1ccc(N2CCN(Cc3cc4c(cc3O)CCC4)CC2)cc1
→ i	i	i	i	i	6	i	-4	i	i	0.1
c1ccc2c(c1)ncc1cccn12
→ i	i	i	i	i	3	i	2	i	i	0.3
Cc1ccc(C2=NN=C(NC(=O)CSc3nnc4c5ccccc5n(C)c4n3)SC2)cc1
→ i	i	i	i	i	13	i	-6	i	i	0.3
O=C(CCc1cn(Cc2ccc(F)cc2)c2ccccc12)N1CCOCC1
→ i	i	i	i	i	-1	i	-2	i	i	3.3
CN(CC(=O)Nc1c(Cl)cccc1Cl)C(=O)C1CSC2(C)CCC(=O)N12 (stereo not drawn)
→ i	i	-6.8*	i	i	-5	i	-8	i	i	0.0

(more compounds)
Each structure is followed by: TRPC4 inh	TRPC6 inh	MrgX1 antagonist	MrgX1 ag	MrgX1 allo act	SKKanGAS inh	TRPC6 activator	Platelet DG rel	RGS4 inh	RGS4 pot	HIF act
CCOc1ccc(N2C(=O)CC(N3CCN(C(=O)c4ccco4)CC3)C2=O)cc1 (stereo not drawn)
→ i	i	i	i	i	2	i	5	i	i	-1.4
NC(=O)CSc1nnc2n(N)c(=O)c3ccccc3n12
→ i	i	i	i	i	-1	i	2	i	i	0.0
Cc1ccnc(NC(=O)C2CCN(S(=O)(=O)c3c(C)c(C)cc(C)c3C)CC2)c1
→ i	i	i	i	i	-5	i	2	i	i	-0.2
CCOc1ccc(C(=O)NCCCCNC(=O)c2ccc(OCC)cc2)cc1
→ i	i	i	i	i	3	i	10	i	i	-0.4
O=C(N/N=C/c1ccccn1)c1cc(-c2ccc(Br)cc2)nc2ccccc12
→ i	i	i	i	i	107*	i	7	i	i	9.1
CCCn1c(O)c(N=NC(=O)CNC(=O)c2cccnc2)c2ccccc21
→ i	i	i	i	i	-5	i	-2	i	i	0.1
Cc1cc(NC(=O)CN2CCCC(C)C2)n(-c2nc3ccccc3s2)n1 (stereo not drawn)
→ i	i	·	·	·	6	i	4	i	i	0.8
COc1ccc(C2=NOC(C)(c3nnc(Cc4ccccc4)o3)C2)cc1 (stereo not drawn)
→ i	i	i	i	i	-4	i	-4	i	i	1.2
Cc1[nH]c(C(=O)N/N=C/c2ccc(N(C)C)cc2)c(C)c1C(=O)N/N=C/c1ccc(N(C)C)cc1
→ i	i	i	i	i	-1	i	-10	i	i	0.2
CC(C)NC(=O)C(c1ccc(F)cc1)N(C(=O)CCC(=O)Nc1ccccn1)c1cccc(F)c1 (stereo not drawn)
→ i	i	i	i	i	0	i	7	i	i	0.3
COCC(C)N=C1NN=C(c2cc(C)n(Cc3ccccc3Cl)c2C)CS1 (stereo not drawn)
→ i	i	i	i	i	5	i	0	i	i	0.7
CC1(C)C(=O)Nc2ccccc2N1C(=O)COC(=O)c1cc([N+](=O)[O-])ccc1N
→ i	i	i	i	i	1	i	-6	i	i	-0.2
CNC(=O)/C(=C\c1cccc(Oc2ccccc2)c1)NC(=O)c1ccccc1
→ i	i	i	i	i	-10	i	2	i	i	-0.5
O=C(CNCC1CCCCC1)Nc1ccccc1N1CCCCC1
→ i	i	i	i	i	-5	i	7	i	i	-1.3
Cc1ccc(-c2noc(CCCc3ccccc3)n2)cc1
→ i	i	i	i	i	-5	i	10	i	i	0.4

Part of the list above, reduced to MrgX1 antagonist.
structure,MrgX1 antagonist
O=C(CCc1cn(Cc2ccc(F)cc2)c2ccccc12)N1CCOCC1,i
CN(CC(=O)Nc1c(Cl)cccc1Cl)C(=O)C1CSC2(C)CCC(=O)N12 (stereo not drawn),-6.8*

Next records.
Each structure is followed by: TRPC4 inh	TRPC6 inh	MrgX1 antagonist	MrgX1 ag	MrgX1 allo act	SKKanGAS inh	TRPC6 activator	Platelet DG rel	RGS4 inh	RGS4 pot	HIF act
CCN1/C(=C/c2ccc3cc(C)ccc3[n+]2CC)Sc2ccccc21
→ i	i	i	i	i	·	i	3	i	i	26*
O=C(COC(=O)C1(c2ccc(F)cc2)CCCC1)NCc1ccc2c(c1)OCO2
→ i	i	i	i	i	0	i	-1	i	i	-0.3
CCCNC(=O)CSc1nc(Cc2ccccc2)nc2ccccc12
→ i	i	i	i	i	4	i	-7	i	i	1.3
O=C(CSc1ccccc1C(=O)NCCCN1CCCC1=O)NCc1ccco1
→ i	i	i	i	i	1	i	-4	i	i	-0.4
COc1ccc(-c2cn(Cc3ccc(C(=O)c4ccccc4)cc3)nn2)cc1
→ i	i	i	i	i	13	i	-3	i	i	2.9
CCOC(=O)c1[nH]c(C)c(CN(CCc2ccccc2)S(C)(=O)=O)c1C
→ i	i	i	i	i	8	i	-4	i	i	0.0
CC(C)Oc1ccc(N2CC(C(=O)OCC(=O)NCc3ccccc3)CC2=O)cc1 (stereo not drawn)
→ i	i	i	i	i	-5	i	0	i	i	0.1
COc1ccccc1-c1ccc(C(=O)O)o1
→ i	i	i	i	i	1	i	5	i	i	1.1
Cc1nc2ccc(Br)cn2c1NC(C)(C)C
→ ·	i	i	i	i	-6	i	9	i	i	-0.3
O=C(CCNS(=O)(=O)c1ccc(Cl)cc1)N1CCOCC1
→ i	i	i	i	i	-1	i	-2	i	i	-0.5
COc1ccc(CCC(=O)NC(C)C2CCCO2)cc1 (stereo not drawn)
→ i	i	i	i	i	10	i	-2	i	i	-0.4
CCOc1ccc2oc(C(=O)NC3CC(C)(C)NC(C)(C)C3)c(C)c2c1
→ i	i	i	i	i	8	i	8	i	i	0.4
COc1cc(CNCc2cccs2)ccc1OCc1ccccc1
→ i	i	i	i	i	-4	i	1	i	-7.1*	0.6
C/C(=N/OC(=O)c1c(-c2c(Cl)cccc2Cl)noc1C)c1cnccn1
→ i	-8.1*	i	i	i	-4	i	10	i	i	-0.4
